Screening data as filed in PubChem BioAssay.
Salmonella PhoP GFP: Inhibition of PhoP regulon, Salmonella typhi GFP reporter cells, confirmation, 4 h (AID 1850) | Salmonella Typhi PhoP-promoter GFP reporter, fluorescence, 4 h; higher % means a stronger effect | one-dose inhibition, % at 50 µM; IC50 in µM for titrated hits | 310,000 tested, 0.33% active; in the data active means a potency from the dose series; inconclusive means inhibition mostly from about 25% at the one dose, without a potency; inactive means the rest, 99 in 100 with inhibition below about 19%;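 further: 0% = induced wells with vehicle and 100% = uninduced wells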
tuberculosis growth: growth inhibition of non-replicating M. tuberculosis (AID 488890) | Mycobacterium tuberculosis non-replicating, growth inhibition; higher % means a stronger effect | inhibition, % at 25 µM; hits with a dose series show IC50 in µM | 320,000 tested, 0.39% active; in the data active means a potency from the dose series; inconclusive means inhibition mostly from about 82% at the one dose, without a potency; inactive means the rest, 99 in 100 with inhibition below about 76%;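 further: plate controls were DMSO cells for no effect and high antibiotic wells for full effect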
influenza NS1A: NS1A inhibition, H1N1 influenza, cell based functional assay (AID 504329) | NS1A functional cell-based assay, percent inhibition; higher % means a stronger effect | inhibition, % at 12.5 µM; hits with a dose series show IC50 in µM | 340,000 tested, 0.3% active; in the data active means a potency from the dose series; inconclusive means inhibition above about 27% without an active follow-up result; further: strong numbers were not always called active
inhibitors of VEEV: inhibitors of VEEV TC-83 cytopathic effect, confirmation, Vero cells (AID 588727). Vero cells, VEEV TC-83 cytopathic effect inhibition; higher % means a stronger effect. one-dose inhibition, % at 20 µM; IC50 in µM for titrated hits. 350,000 tested, 0.13% active; in the data active means a potency from the dose series; inconclusive means inhibition mostly from about 14% at the one dose, without a potency; inactive means the rest, 99 in 100 with inhibition below about 12%; further: strong numbers were not always called active
H37Rv inhibition: M. tuberculosis growth inhibition, HTS (AID 449762) | one-dose inhibition, % at 25 µM; IC50 in µM for titrated hits | 330,000 tested, 0.59% active | M. tuberculosis H37Rv growth inhibition, 7H9 media; higher % means a stronger effect; in the data active means a potency from the dose series; inconclusive means inhibition above about 70% without an active follow-up result;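 further: bacterial growth assessed after seven days of incubation; strong numbers were not always called active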
inhibitors of VEEV 10K pilot screen: further read-out of inhibitors of VEEV, marked with its call; inhibition, %; measured here: 10K pilot screen inhibition
* marks the source's active call; other numbers are inactive results; i = inactive; ? = inconclusive; . = no result given.

SMILES	Salmonella PhoP GFP	tuberculosis growth	influenza NS1A	inhibitors of VEEV	H37Rv inhibition	others
Cc1ccccc1C(c1ccccc1Cl)N(C)C (stereo unspecified)	.	.	0%	1.8%	.
COc1cccc(-c2cccc(NC(=O)C3CCN(Cc4ccon4)CC3)c2)c1	8%	7%	-2%	0.4%	5%
Cc1ccc(/C=N/n2c(COc3ccccc3)n[nH]c2=S)cc1	-10%	12%	-6%	i	6%
CC(C)[C@H](NC(N)=O)C(=O)NCCc1ccc(Cl)cc1	-4%	2%	3%	1.1%	-5%
CCCCn1c(N)c(N(CC(C)C)C(=O)c2cccc(S(=O)(=O)N3CCN(C(C)=O)CC3)c2)c(=O)[nH]c1=O	7%	2%	-2%	3.5%	-5%
CSc1ccccc1NC(=O)c1cnc2n(c1=O)CCS2	-13%	.	-7%	0.6%	0%
COc1ccc(-c2cnc(SCC(=O)Nc3nc(C(C)(C)C)cs3)n2Cc2ccco2)cc1	2%	65%	3%	13%	64%
Cc1csc(NC(=O)c2cc(-c3ccccc3)nc3ccccc23)n1	-7%	26%	-7%	5.8%	?
COc1ccccc1CNC(=O)C(=O)Nc1nccs1	-6%	76%	2%	1.4%	20%	inhibitors of VEEV 10K pilot screen=0.8
CCC(C)NC(=S)N1CCN(Cc2ccc3c(c2)OCO3)CC1 (stereo unspecified)	-20%	-3%	-7%	0.8%	1%
CN(C)N(Cc1ccccc1)C(=O)C(O)(c1ccccc1)c1ccccc1	-3%	2%	-3%	7.0%	-6%
CCc1cccc(C)c1NS(=O)(=O)Cc1ccccc1	-3%	53%	0%	i	6%
CCC1CCCCN1C(=O)CSC1=NN2CCCC(=O)N=C2S1 (stereo unspecified)	-1%	14%	-10%	0.8%	-4%
CCOC(=O)C1=CC[C@@H](c2ccccc2Cl)N(S(=O)(=O)c2ccc(C)cc2)[C@H]1C(=O)OCC	.	7%	-1%	0.0%	-2%
Cc1ccc(C(=O)NC(=S)NNC(=O)c2ccc([N+](=O)[O-])cc2)cc1	-2%	?	-9%	1.5%	?
Cc1ccc2cc(CN(CC3CCCO3)S(=O)(=O)c3ccc4c(c3)OCCO4)c(=O)[nH]c2c1C (stereo unspecified)	-3%	23%	-9%	7.7%	20%
COc1ccc([C@@H]2[C@@H]3C(=O)N(C(C)(C)C)C(=O)[C@@H]3[C@]3(Cc4ccc(Cl)cc4)C(=O)N(c4ccc(C)cc4)C(=O)N23)cc1	-7%	59%	-2%	i	-4%
CCC(C)Sc1nnc(Cc2cc(=O)[nH]c(=O)[nH]2)n1-c1ccc(F)cc1 (stereo unspecified)	-15%	.	5%	0.7%	-1%
CC(C)Cn1c(N)c(C(=O)COC(=O)c2cc(-c3ccco3)nc3ccccc23)c(=O)n(C)c1=O	7%	25%	6%	5.6%	3%	inhibitors of VEEV 10K pilot screen=5.2
COc1ccc(NC(=O)CN2CCN(c3ccc(C)cc3C)CC2)cc1	1%	44%	-4%	0.3%	4%
CCOCCCn1c(SCC(=O)NC(C)(C)C)nc2ccccc2c1=O	0%	5%	4%	3.6%	6%
O=C(Nc1nnc(C2CCCCC2)s1)C1CC(=O)N(c2ccc(F)cc2)C1 (stereo unspecified)	2%	2%	4%	1.0%	2%
CCOC(=O)CSc1nc2c(sc(=S)n2Cc2ccco2)c(=O)n1-c1ccc(F)cc1	-1%	35%	5%	0.2%	-1%
O=C(Nc1ccc(C(=O)N2CCOCC2)cc1)Nc1ccc(Cl)cc1Cl	-3%	8%	-4%	i	1%
CCN(CC)CC#CC(C)(C)OC(C)=O	-8%	6%	22%	1.6%	-5%
O=C1C(Cl)=C(N2CCCCCC2)C(=O)N1c1ccc(Br)cc1	-8%	?	-13%	0.4%	13%
CCC(Sc1nc2n[nH]c(C)c2c(=N)n1-c1ccc(C)c(Cl)c1)C(=O)N1CCOCC1 (stereo unspecified)	-4%	-2%	0%	8.3%	-2%
COc1ccc(CS(=O)(=O)/C(Cl)=C(/Cl)C(=O)Nc2ccc(OC)nc2)cc1	5%	?	-7%	7.5%	35%
O=P(O)(Oc1ccccc1)c1ccccc1	.	.	-5%	1.5%	.
OCC12COC(c3ccccc3)N1C(c1ccccc1)OC2 (stereo unspecified)	-3%	14%	1%	i	0%
COc1ccc(OC)c(-n2c(=O)c3ccccc3c3ccccc3c2=O)c1	-9%	43%	2%	0.9%	-4%
C[C@H](CO)N1C[C@H](C)[C@@H](CN(C)C(=O)Nc2ccccc2)Oc2c(NS(=O)(=O)c3cccs3)cccc2C1=O	.	14%	-3%	1.6%	5%
O=C(Nc1ccccn1)c1ccc([N+](=O)[O-])o1	-6%	0.77µM*	-8%	23%	?
Cc1ccc(S(=O)(=O)N2CCCCC2)cc1NC(=O)c1nn(C)c(=O)c2ccccc12	.	.	-14%	3.9%	.
O=C(Cc1sc(-c2ccccc2Cl)nc1-c1ccccc1)Nc1ccc(F)cc1	-13%	-27%	16%	3.1%	-2%
O=C(CCC(=O)OCc1ccc(C(=O)Oc2ccc(Cl)cc2)cc1)Nc1ccccc1	-5%	41%	15%	1.2%	16µM*
N#CCC(=O)Nc1ccc(C(=O)OCC(=O)NC(=O)Nc2ccc3c(c2)OCCO3)cc1	.	10%	-16%	4.5%	-7%
Cc1c(C#N)c(N=CN(C)C)c(C(=O)c2ccccc2)n1-c1ccccc1	-6%	-3%	-3%	2.9%	2%
S=C(NCCc1ccccc1)N1CCN(C(c2ccccc2)c2ccccc2)CC1	-6%	13%	13%	i	.
Nc1c(-c2ccccc2)c(CSc2nc3ccccc3[nH]2)nn1-c1cccc(Cl)c1	-9%	57%	5%	9.3%	?
O=C(NCc1ccc(N2CCCC2=O)cc1)NC1CCCCC1	-1%	-3%	2%	1.3%	-1%
O=C(COc1ccc2ccccc2c1)N1CCNCC1	-3%	-5%	6%	i	1%
COc1ccc(S(=O)(=O)NCCc2ccccc2)cc1OC	-5%	17%	5%	i	-4%
CCOc1ccc(-c2nc(N)ncc2-c2ccc(Cl)cc2)c(O)c1	-19%	-2%	-11%	0.8%	36%
CC1CCN(C2(O)C(=O)Nc3ccc(Cl)cc32)CC1 (stereo unspecified)	-8%	2%	-8%	i	11%
O=C(c1ccc(N2CC3CC(C2)c2cccc(=O)n2C3)c([N+](=O)[O-])c1)N1CCCCC1 (stereo unspecified)	-3%	0%	-5%	0.6%	-4%
CCOC(=O)c1ccc(N=Cc2c(O)c3ccccc3oc2=O)cc1	-20%	?	-21%	4.7%	66µM*
Nc1n[nH]c(=S)n1-c1ccc(Cl)cc1	-7%	69%	1%	i	5%
Cc1ccc(-c2cc(C)nc3nc(N)nn23)cc1	-3%	8%	18%	2.6%	-3%
O=C(Cc1cccc2ccccc12)Nc1ccc(-c2cc3ccccc3oc2=O)cc1	-2%	5%	-5%	0.2%	4%	inhibitors of VEEV 10K pilot screen=0.9
Cc1nc2ccccc2cc1OCc1ccc(F)cc1	-3%	?	-3%	i	50%
CCN(CCC(=O)Nc1ccc(Br)c(C)c1)Cc1ccccc1	75µM*	20%	7%	4.9%	10%
CCCN(CCC)CCCNS(=O)(=O)c1ccc2c(c1)oc(=O)n2C	-4%	-8%	4%	i	-16%
COc1cccc(NC(=O)COc2ccc(C)cc2)c1	1%	?	-1%	0.3%	?
COc1ccc(C(C(=O)NCC2CCCO2)N(C(=O)CNC(=O)c2cccs2)c2ccc(NC(C)=O)cc2)cc1OC (stereo unspecified)	3%	11%	-19%	1.1%	-7%
CCOC(=O)c1cc2c(ccn2C)n1CC(=O)N1CCC(Cc2ccccc2)CC1	0%	23%	10%	i	14%
c1cnc2ccc(C(c3nnnn3C3CCCC3)N3CCSCC3)cc2c1 (stereo unspecified)	-5%	9%	-16%	5.6%	-7%
CCOCCCNC(=S)Nc1ccc2nc3n(c(=O)c2c1)CCCCC3	6%	?	-3%	0.4%	0%
COc1cc(/C=N/NC(=O)CCn2c3ccccc3c3ccccc32)cc(OC)c1OC	-8%	-7%	-12%	1.3%	7%
COc1ccc(NC(=S)NCCc2ccccc2)c(C)c1	-1%	31%	-9%	0.7%	-13%

Arranged by count of non-hydrogen atoms (descending): 15 of the compounds above.
SMILES	Salmonella PhoP GFP	tuberculosis growth	influenza NS1A	inhibitors of VEEV	H37Rv inhibition	others
COc1ccc(C(C(=O)NCC2CCCO2)N(C(=O)CNC(=O)c2cccs2)c2ccc(NC(C)=O)cc2)cc1OC (stereo unspecified)	3%	11%	-19%	1.1%	-7%
COc1cc(/C=N/NC(=O)CCn2c3ccccc3c3ccccc32)cc(OC)c1OC	-8%	-7%	-12%	1.3%	7%
O=C(Cc1cccc2ccccc12)Nc1ccc(-c2cc3ccccc3oc2=O)cc1	-2%	5%	-5%	0.2%	4%	inhibitors of VEEV 10K pilot screen=0.9
CCOC(=O)c1cc2c(ccn2C)n1CC(=O)N1CCC(Cc2ccccc2)CC1	0%	23%	10%	i	14%
c1cnc2ccc(C(c3nnnn3C3CCCC3)N3CCSCC3)cc2c1 (stereo unspecified)	-5%	9%	-16%	5.6%	-7%
CCOCCCNC(=S)Nc1ccc2nc3n(c(=O)c2c1)CCCCC3	6%	?	-3%	0.4%	0%
CCOC(=O)c1ccc(N=Cc2c(O)c3ccccc3oc2=O)cc1	-20%	?	-21%	4.7%	66µM*
CCOc1ccc(-c2nc(N)ncc2-c2ccc(Cl)cc2)c(O)c1	-19%	-2%	-11%	0.8%	36%
CCN(CCC(=O)Nc1ccc(Br)c(C)c1)Cc1ccccc1	75µM*	20%	7%	4.9%	10%
COc1ccc(S(=O)(=O)NCCc2ccccc2)cc1OC	-5%	17%	5%	i	-4%
COc1ccc(NC(=S)NCCc2ccccc2)c(C)c1	-1%	31%	-9%	0.7%	-13%
Cc1nc2ccccc2cc1OCc1ccc(F)cc1	-3%	?	-3%	i	50%
CC1CCN(C2(O)C(=O)Nc3ccc(Cl)cc32)CC1 (stereo unspecified)	-8%	2%	-8%	i	11%
Cc1ccc(-c2cc(C)nc3nc(N)nn23)cc1	-3%	8%	18%	2.6%	-3%
Nc1n[nH]c(=S)n1-c1ccc(Cl)cc1	-7%	69%	1%	i	5%

Carrying on:
SMILES	Salmonella PhoP GFP	tuberculosis growth	influenza NS1A	inhibitors of VEEV	H37Rv inhibition	others
CC(=O)C1=C(O)C(=O)N(CCc2c[nH]c3ccccc23)C1c1ccco1 (stereo unspecified)	-2%	31%	2%	4.1%	-4%
CC(C)(C)OC(=O)C[C@@H]1C/C=C\C[C@@H](CC(=O)N(CCO)Cc2ccccc2)C(=O)N[C@@H](c2ccccc2)COC1=O	.	50%	16%	7.5%	1%
O=C(COc1ccc(F)cc1Cl)NC1CCCCCC1	.	34%	2%	0.5%	-5%
COc1cccc(-c2nn(-c3ccccc3)cc2C(=O)OCC(=O)Nc2ncc(Cl)cc2Cl)c1	-21%	13%	1%	8.8%	12%

Two compounds picked at random from those above:
SMILES	Salmonella PhoP GFP	tuberculosis growth	influenza NS1A	inhibitors of VEEV	H37Rv inhibition	others
O=C(COc1ccc(F)cc1Cl)NC1CCCCCC1	.	34%	2%	0.5%	-5%
CC(=O)C1=C(O)C(=O)N(CCc2c[nH]c3ccccc23)C1c1ccco1 (stereo unspecified)	-2%	31%	2%	4.1%	-4%
